tim23-1 inh = growth inhibitors of tim23-1 mutant yeast, primary screen, luminescence, uHTS; 1.3% of 330,000 active; AID 463212, 2010; S. cerevisiae tim23-1 growth, BacTiter-Glo luminescence, 24 h; inhibition, % at 20 µM;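 active = growth inhibition of the mutant yeast at or above 50%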;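 also: temperature-sensitive mutant grown at 25 °C; plate controls were DMSO-treated mutant yeast for no effect and medium wells lacking yeast for full effect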
TIM10 inh = growth inhibitors of isogenic TIM10 control yeast, primary screen, counter-screen for tim10-1 yeast inhibitor project, luminescence, uHTS. S. cerevisiae TIM10 strain growth, BacTiter-Glo luminescence, 24 h. inhibition, % at 10 µM. 1.4% of 330,000 active. AID 463195, 2010;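 active = inhibition of 40% or more at the single tested concentration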;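 also: wild-type TIM10 isogenic control strain grown at permissive 25 °C; 0% = DMSO yeast wells and 100% = minimal medium wells without yeast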
UPR XBP1 act = activators of adaptive XBP1 UPR arm, primary screen, cell-based, CHO-XBP1 luciferase reporter, luminescence, uHTS; AID 463104, 2010; activation, % at 20 µM; IRE1-XBP1 UPR activation; percent of tunicamycin response, DMSO as zero; 0.33% of 330,000 active;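 active = versus positive control, 20 µM dose yields 30% or more activation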;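 also: 100% = tunicamycin at 10 µg/mL and 0% = DMSO only wells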
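incubation = overnight seeding at 37 °C, 6 h compound treatment at 37 °C | assay system = CHO-XBP1 cells stably carrying IRE1-XBP1-driven luciferase reporter | input = 1000 cells per well | detection = luciferase luminescence | dosing = single point, 20 µM final compound, 1% DMSO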
NALP3 yeast inh = NALP3 inflammasome inhibitors in reconstituted yeast, primary screen, luminescence, uHTS | AID 2825, 2010 | Yeast reconstituted NLRP3/ASC/caspase-1, beta-gal luminescence, 24 h | inhibition, % at 10 µM | 0.39% of 330,000 active;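 active = inhibition of 50% or more; inactive = inhibition below 50%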;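 also: plate controls were induced DMSO wells for no effect and uninduced yeast grown without galactose for full effect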
tim10-1 inh = growth inhibitors of tim10-1 mutant yeast, primary screen, luminescence, uHTS; S. cerevisiae tim10-1 ts strain growth, BacTiter-Glo, 24 h; 2.2% of 330,000 active; inhibition, % at 20 µM;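 active = inhibition of at least 40%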;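 also: mutant grown at 25 °C; 0% = DMSO wells with yeast and 100% = wells holding no yeast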
APJ agonist = agonists of human apelin receptor APJ, primary screen, CHO-K1 cells, PathHunter beta-arrestin, luminescence. P35414. 0% DMSO wells, 100% apelin. activation, % at 20 µM. 0.11% of 330,000 active;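 active = activation more than six SD over the plate average, tested at 20 µM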;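 also: 0% = DMSO alone and 100% = apelin-13 at 10 nM; some results filed as inactive read as strong as hits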
Target sequence (P35414 whole entry, looked up): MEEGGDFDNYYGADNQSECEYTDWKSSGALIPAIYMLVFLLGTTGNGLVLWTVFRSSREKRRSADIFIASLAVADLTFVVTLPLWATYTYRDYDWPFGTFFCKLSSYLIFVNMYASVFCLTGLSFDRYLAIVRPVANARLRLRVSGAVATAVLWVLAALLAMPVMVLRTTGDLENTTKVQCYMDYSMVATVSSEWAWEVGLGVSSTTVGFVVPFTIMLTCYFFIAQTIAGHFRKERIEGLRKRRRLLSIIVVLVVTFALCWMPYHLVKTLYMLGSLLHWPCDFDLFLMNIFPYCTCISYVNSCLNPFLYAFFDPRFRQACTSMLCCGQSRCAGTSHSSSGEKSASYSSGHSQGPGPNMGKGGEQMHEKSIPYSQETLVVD
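Test system: CHO-K1 APJ beta-arrestin complementation cell line. Amount: cell density 1000 per well. Controls: DMSO negative, 10 nM Apelin-13 positive. Signal: luminescent beta-gal fragment complementation, chemiluminescent substrate. Read-out basis: agonist-driven arrestin binding to APJ. Timing: compound stimulation 90 min at 25 °C, detection 60 min.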
Mdm2 MdmX PPI = inhibitors of human Mdm2-MdmX association, primary screen, cell-based, luminescence, split luciferase, SaOS-2, uHTS; Protein Mdm4 (Homo sapiens) + E3 ubiquitin-protein ligase Mdm2 (Homo sapiens), …; SaOS-2 split-luciferase Mdm2/MdmX complementation; 3% of 330,000 active; inhibition, % at 8 µM; AID 485346, 2010;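 active = inhibition of at least 50% at 8 µM in the primary screen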
NR3A LBD binder = binders of NR3A ligand-binding domain, primary screen, biophysical, differential scanning fluorimetry, uHTS | 2.5% of 340,000 active | Glutamate receptor ionotropic, NMDA 3A (GRIN3A) ligand-binding domain | Tm shift relative to glycine control, % at 25 µM | NR3A LBD differential scanning fluorimetry, Tm shift; 0% = protein alone, 100% = glycine-bound protein;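 active = melting temperature shift of at least 10% of the positive control shift, at one fixed dose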
CHOP UPR activ = activators of apoptotic CHOP UPR arm, primary screen, cell-based, CHO-CHOP luciferase reporter, luminescence, uHTS. UPR activation; percent of tunicamycin response over DMSO baseline. activation, % at 10 µM. 0.34% of 330,000 active;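 active = at 10 µM dose, activation of 40% or more, normalized to positive control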;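 also: 100% = tunicamycin at 10 µg/mL and 0% = DMSO alone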
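Test system: CHO CHOP reporter cells. Input: 500 CHO-CHOP cells per well. Medium: F12 with 10% FBS. Technique: luciferase luminescence. Measure: percent activation relative to tunicamycin control. Dosing: 10 µM compound, 0.5% DMSO. Timing: 16-18 h cell attachment, then 6 h compound exposure, 37 °C.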
The depositor's hits bear a star.

cpd | smiles | tim23-1 inh | TIM10 inh | UPR XBP1 act | NALP3 yeast inh | tim10-1 inh | APJ agonist | Mdm2 MdmX PPI | NR3A LBD binder | CHOP UPR activ
1 | CCOC(=O)CNC(=S)N(Cc1ccccc1)Cc1ccccc1F | 27 | 1 | -3 | -19 | 35 | -1 | 4 | 0 | 1.1
2 | Cn1cc(CN2C[C@]3(C)C[C@H]2CC(C)(C)C3)c(-c2ccc3c(c2)OCCO3)n1 | 11 | 8 | -2 | 1 | 14 | -2 | 3 | 1 | -0.5
3 | COc1ccc(C2NC(=O)NC(c3ccccc3)=C2c2nc3ccccc3s2)cc1 (stereo not drawn) | 12 | 16 | 6 | 3 | 3 | -1 | -15 | -4 | 2.1
4 | CCNC(=O)c1ccc(NS(=O)(=O)c2ccccc2)cc1 | 13 | 5 | -3 | 6 | 17 | -3 | 10 | 0 | -0.5
5 | C[C@H](CO)N1C[C@H](C)[C@@H](CN(C)S(=O)(=O)c2ccccc2)Oc2ccc(NS(=O)(=O)c3cn(C)cn3)cc2C1=O | 5 | 6 | -1 | 10 | -6 | -4 | 7 | -2 | 1.5
6 | Cc1ccc(-c2nn(CC(=O)Nc3cccnc3)c(=O)c3ccccc23)cc1 | 2 | 7 | 2 | 6 | 14 | -3 | 16 | 1 | 2.2
7 | O=C(O)C1C2C=CC(C2)C1C(=O)NCCc1ccncc1 (stereo not drawn) | 1 | -18 | 1 | 3 | 11 | -3 | 6 | -1 | -0.8
8 | Cc1noc(C)c1C(=O)NC(C)c1ccc(Cl)cc1Cl (stereo not drawn) | -12 | 4 | -5 | -2 | 7 | 1 | -16 | 0 | -0.1
9 | O=C1C2C3CCC(O3)C2C(=O)N1c1cc(OCC(F)F)cc([N+](=O)[O-])c1 (stereo not drawn) | -2 | -6 | -2 | 17 | 3 | 3 | 11 | -2 | 1.8
10 | O=C(CSc1ncn[nH]1)Nc1nc(-c2ccccc2)ns1 | 4 | -1 | 1 | -6 | 8 | -3 | 6 | -3 | 1.9
11 | COc1ccc(C2C(C(=O)c3ccccc3)=C(C)Nc3nc4ccccc4n32)c(OC)c1 (stereo not drawn) | -16 | -1 | -7 | -5 | -4 | -4 | 31 | 0 | -0.7
12 | Cc1ccc2c(c1)N(CCC(=O)NC1CC1)C(=O)C(C)O2 (stereo not drawn) | -7 | 4 | 3 | -15 | 12 | -3 | 10 | 0 | -2.7
13 | O=C(CCCn1c(=S)[nH]c2cc3c(cc2c1=O)OCO3)N1CCN(c2ccc(F)cc2)CC1 | -8 | 10 | 0 | 20 | 16 | -1 | 27 | 1 | 2.5
14 | CC1CC(=O)c2cnc(NCC3CCCO3)nc2C1 (stereo not drawn) | -8 | -20 | -2 | 15 | -13 | -4 | 20 | 0 | 1.2
15 | Cc1cnc(C(=O)NCC(=O)Nc2ccccc2Br)cn1 | -9 | -20 | 2 | 2 | -4 | -3 | -7 | -2 | 0.1
16 | O=C(Nc1ccccc1)N(CCc1nc2ccccc2[nH]1)C1CCCC1 | 4 | 8 | -3 | 3 | 14 | -2 | -8 | 0 | -1.5

Some of these compounds in order of SMILES length, ascending.
cpd | smiles | tim23-1 inh | TIM10 inh | UPR XBP1 act | NALP3 yeast inh | tim10-1 inh | APJ agonist | Mdm2 MdmX PPI | NR3A LBD binder | CHOP UPR activ
15 | Cc1cnc(C(=O)NCC(=O)Nc2ccccc2Br)cn1 | -9 | -20 | 2 | 2 | -4 | -3 | -7 | -2 | 0.1
16 | O=C(Nc1ccccc1)N(CCc1nc2ccccc2[nH]1)C1CCCC1 | 4 | 8 | -3 | 3 | 14 | -2 | -8 | 0 | -1.5
11 | COc1ccc(C2C(C(=O)c3ccccc3)=C(C)Nc3nc4ccccc4n32)c(OC)c1 (stereo not drawn) | -16 | -1 | -7 | -5 | -4 | -4 | 31 | 0 | -0.7

Further results.
cpd | smiles | tim23-1 inh | TIM10 inh | UPR XBP1 act | NALP3 yeast inh | tim10-1 inh | APJ agonist | Mdm2 MdmX PPI | NR3A LBD binder | CHOP UPR activ
17 | COc1ccccc1CN1CC(C(=O)N(CCO)Cc2cccs2)CCC1=O (stereo not drawn) | -10 | 3 | -1 | 7 | -16 | -4 | 16 | -1 | -1.1
18 | Cc1ccc(NC(=O)CN(C)C(=O)Cn2cc(C(F)(F)F)ccc2=O)cc1 | 0 | 6 | -1 | 9 | -18 | 0 | 14 | -2 | -0.1
19 | Cc1ccc2c(c1)N(C(=O)CCC(=O)NCCCN1CCC(Cc3ccccc3)CC1)CCO2 | -9 | -12 | 1 | 6 | 0 | -2 | 37 | -2 | 3.4
20 | COc1cc2c3nnc(-c4ccccc4)c-3cn(Cc3ccccc3F)c2cc1OC | -5 | 9 | 10 | 0 | 8 | 3 | 84* | -3 | 0.6
21 | CN(CC(=O)Nc1cccc(F)c1)C(=O)CC1CCCC1 | 9 | 8 | -2 | 5 | 13 | -7 | 2 | 3 | -1.3
22 | Cn1c(=O)c2[nH]c(CNc3ccc(C(=O)O)cc3)nc2n(C)c1=O | 6 | -19 | -3 | 18 | -4 | -1 | -38 | -1 | 1.3
23 | COc1ccc(NS(=O)(=O)c2ccc(NS(=O)(=O)c3ccc(SC)cc3)cc2)c(OC)c1 | 16 | -7 | -1 | 6 | 16 | -3 | 4 | 4 | -1.0
24 | CN(C(=O)COC(=O)C(C)(C)Oc1ccc(Cl)cc1)c1c(N)n(Cc2ccccc2)c(=O)[nH]c1=O | 4 | 3 | -1 | 6 | 11 | -4 | 9 | 0 | -1.0
25 | Cc1[nH]c(-c2ccc(F)cc2)cc1C(=O)N1CCN(c2cccc(Cl)c2)CC1 | 54* | 36 | -4 | 7 | 36 | -2 | 38 | -4 | 1.6
26 | COc1ccccc1NC(=O)/C(=C\c1cccnc1)NC(=O)c1ccc(C)cc1 | 18 | 0 | 4 | 19 | 13 | 3 | -16 | 0 | 1.8
27 | O=C(NCc1cccnc1)c1ccc2c(=O)n(CCCN3CCCC3=O)c(=S)[nH]c2c1 | 4 | -8 | -2 | 13 | 3 | 0 | -15 | 0 | 1.6
28 | Cc1ccc(C(=O)C(C)OC(=O)Cc2n[nH]c(=O)c3ccccc23)cc1 (stereo not drawn) | -3 | 23 | 0 | 9 | 15 | -6 | 37 | 0 | -0.9
29 | O=C(COc1ccc(-n2cnnn2)cc1)NC(=O)NCc1ccccc1 | -6 | -1 | -1 | 0 | 3 | 2 | -10 | -1 | 1.0
30 | CC(=O)N1c2ccc(S(=O)(=O)NCC3CCC(C(=O)Nc4ccc(C)cn4)CC3)cc2CC1C (stereo not drawn) | 7 | 12 | -2 | -2 | -5 | 1 | 26 | -1 | -1.1
31 | CC(C)c1ccc(-n2ccnc2SCC(=O)O)cc1 | 4 | -5 | 0 | 2 | 12 | 0 | 23 | 0 | 0.0
32 | N#Cc1ccc(NC(=S)NC(=O)CCc2ccc(S(=O)(=O)N3CCOCC3)cc2)cc1 | -3 | -7 | -3 | 7 | -5 | -5 | 9 | -2 | 1.1
33 | Cc1ccc(N(CC(=O)NC2CCCCC2)S(=O)(=O)c2c(C)nn(C)c2C)cc1 | 8 | 5 | -6 | 18 | 9 | -2 | 28 | 1 | 0.1
34 | FC(F)(F)c1ccccc1NC(=S)NN1CCOCC1 | 6 | -7 | -2 | -5 | 13 | -2 | 16 | -4 | 0.2
35 | O=c1[nH]cnc2sc3c(c12)CCCCC3 | 17 | -7 | 0 | 1 | -3 | -3 | 27 | -1 | 0.4
36 | COc1cc(NC(=O)c2cccs2)c(C(=O)OCC(=O)c2cc(C)n(-c3ccc(F)cc3)c2C)cc1OC | 0 | 4 | -6 | 16 | 19 | -2 | 28 | -2 | -3.6
37 | O=C(Cn1cnc2ccccc21)OCC(=O)N1CCCCC1 | -7 | -4 | -4 | 5 | -5 | -1 | -25 | 0 | -1.9
38 | Cn1nc(-c2ccc(C(=O)Nc3cccnc3)cc2)c2ccccc2c1=O | 5 | -2 | 2 | -2 | 7 | 3 | 39 | -1 | 0.0
39 | CC1CN(C(=O)c2cc3cc(F)ccc3[nH]2)CC(C)O1 (stereo not drawn) | 6 | -1 | 4 | 12 | 16 | 2 | 11 | 1 | 1.4
40 | CC[C@]12C(=O)N(C)C[C@H]([C@@H]3C(=O)N(C)C(=O)[C@@H]31)N2C(=O)c1ccc(C(F)(F)F)cc1 | 3 | -3 | 1 | 12 | -5 | -2 | 8 | 1 | 2.8
41 | COc1ccc(CCNC(=O)Cn2c(=O)n(CCCC(=O)NCc3ccco3)c(=O)c3sccc32)cc1OC | 2 | -15 | -1 | 3 | -5 | -2 | -6 | -2 | -0.3
42 | Cc1ccc(-c2nnn(CC(=O)N(CC3CCCO3)C(C(=O)NC3CCCC3)c3ccc(F)cc3)n2)o1 (stereo not drawn) | -2 | 17 | -3 | 6 | 7 | 0 | 40 | -1 | -1.1
43 | COc1ccc(NC(=O)C2C3C=CC4(O3)C2C(=O)N(CCN2CCCCC2C)C4C(=O)NC2CCCC(C)C2C)cc1 (stereo not drawn) | 5 | 4 | -1 | 4 | -19 | -2 | 23 | -2 | 1.2
44 | COc1ccccc1C(CNC(=O)c1cccc(S(=O)(=O)Nc2ccc(F)cc2)c1)N(C)C (stereo not drawn) | 10 | 12 | 0 | 16 | 7 | -4 | 15 | 0 | -0.1
45 | Cc1ccc(NC(=O)Cn2nc(C(=O)O)c3ccccc3c2=O)cc1S(=O)(=O)N1CCOCC1 | -4 | 5 | -1 | 20 | 0 | -4 | 23 | -5 | -3.0
46 | O=C(COC(=O)CNC(=O)c1ccc(Cl)c([N+](=O)[O-])c1)NC(=O)CN1CCCC1=O | 3 | -1 | -2 | 11 | -6 | -5 | -9 | 6 | 1.3
47 | COc1ccc(-c2oc(NC(C)=O)c(C#N)c2-c2ccc(OC)cc2)cc1 | 12 | 16 | -1 | 12 | 37 | -5 | 42 | -15 | -0.8
48 | NC(N)=NCc1cccc(I)c1 | -2 | 2 | -8 | 8 | -17 | -6 | 16 | -1 | 0.9
49 | COc1ccccc1NC(=O)C(=N\O)/C(C)=N/O | 3 | -7 | -5 | 15 | -1 | -2 | -15 | 0 | 0.7
50 | COc1ccc(C(=O)NC2CC(C)(C)Cc3c2cnn3-c2ccccc2)cc1OC (stereo not drawn) | 22 | 8 | -4 | -2 | 28 | -2 | 4 | -1 | -0.8
51 | C=CCn1c(O)c(/C=C2\C=NN=C2c2ccccc2)sc1=S | 51* | 25 | 2 | 24 | 43* | -3 | 31 | 12* | -0.3
52 | Cc1c(NS(=O)(=O)c2cccc(C(=O)N3CCCC3)c2)c(=O)n(-c2ccccc2)n1C | 9 | 1 | -2 | 2 | 5 | -2 | -5 | 0 | -0.1

Compound activity (PubChem)
